# OX1R antag = antagonists of human orexin 1 receptor | O43613 | AID 434989 | inhibition, % at 5 µM | actives 0.43% (n = 330,000) | CHO/OX1R cells, Fluo-8 calcium fluorescence, orexin A;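 active = inhibition above its plate's threshold, mean inhibition of all tested compounds on the plate plus 3 SD, cut at about 37% in these data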;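 note: 0% = orexin A challenge wells and 100% = SB-334867-A antagonist wells; not every result past the cut was called active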
# Target sequence (O43613 whole entry, looked up): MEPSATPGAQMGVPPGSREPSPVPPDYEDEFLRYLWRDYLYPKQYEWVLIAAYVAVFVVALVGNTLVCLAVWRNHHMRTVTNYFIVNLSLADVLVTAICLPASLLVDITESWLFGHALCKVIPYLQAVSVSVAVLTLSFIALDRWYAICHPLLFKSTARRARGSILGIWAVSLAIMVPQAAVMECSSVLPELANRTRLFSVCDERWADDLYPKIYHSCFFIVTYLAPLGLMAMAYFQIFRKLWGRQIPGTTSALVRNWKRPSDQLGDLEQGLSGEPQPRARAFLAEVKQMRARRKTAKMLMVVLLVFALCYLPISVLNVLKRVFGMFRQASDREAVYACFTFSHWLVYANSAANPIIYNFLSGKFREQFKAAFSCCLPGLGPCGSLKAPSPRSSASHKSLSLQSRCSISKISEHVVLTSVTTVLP
# CHT allo act = allosterically activates the human high affinity choline transporter. CHT-expressing cells, membrane potential dye, choline EC20; hits give high values; LV-AA mutant CHT in HEK293 cells. actives 0.49% (n = 310,000). B-score at 10 µM. Q9GZV3;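 active = initial fluorescence not abnormally high and integrated response B-score, plate-corrected, over 3 SD above library mean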
# Target sequence (Q9GZV3 whole entry, looked up): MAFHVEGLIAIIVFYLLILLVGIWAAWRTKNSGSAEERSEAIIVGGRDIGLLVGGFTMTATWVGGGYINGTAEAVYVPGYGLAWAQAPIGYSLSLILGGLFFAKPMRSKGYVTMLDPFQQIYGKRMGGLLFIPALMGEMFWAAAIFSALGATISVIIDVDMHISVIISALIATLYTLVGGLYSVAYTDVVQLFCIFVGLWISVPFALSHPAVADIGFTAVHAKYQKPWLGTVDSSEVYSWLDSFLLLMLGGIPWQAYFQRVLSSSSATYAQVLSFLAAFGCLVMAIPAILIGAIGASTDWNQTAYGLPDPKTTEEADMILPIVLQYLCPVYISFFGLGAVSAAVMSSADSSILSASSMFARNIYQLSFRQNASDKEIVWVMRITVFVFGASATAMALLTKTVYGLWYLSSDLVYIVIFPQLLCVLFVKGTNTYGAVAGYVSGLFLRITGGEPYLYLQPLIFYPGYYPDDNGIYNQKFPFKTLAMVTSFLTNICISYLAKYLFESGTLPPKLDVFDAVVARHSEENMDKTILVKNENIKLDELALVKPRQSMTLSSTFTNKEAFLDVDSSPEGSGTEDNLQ
# Active calls of the source: *; i = inactive; . = no result given.
SMILES,OX1R antag,CHT allo act
CC(=O)Nc1ccccc1NS(=O)(=O)c1ccccc1[N+](=O)[O-],-0.3,i
O=[N+]1C2=C(CCCC2)N([O-])C12CCCC2,-5.2,i
CN(C(=O)c1ccc(NC(=O)C2CCCN(C(=O)OC(C)(C)C)C2)cc1)C1CCC1 (stereo not given),-20.5,.
CCOc1ccc(NC(=O)C2C(C(=O)O)C3(Cl)C(Cl)=C(Cl)C2(Cl)C3(Cl)Cl)cc1 (stereo not given),-21.8,i
COc1ccc(Cl)cc1NC(=O)CSc1ncnc2c1oc1ccccc12,-30.4,i
COc1ccc2[nH]c(O)c(N=NC(=O)Cc3cccs3)c2c1,-16.8,i
NC(N)=NC1=NC(=O)C(Cc2ccccc2Cl)S1 (stereo not given),-1.7,i
Cc1nn(CC(=O)Nc2ccccc2C(F)(F)F)c(=O)c2cccn12,-4.6,i
C=CC[C@@H](Cc1ccc(F)cc1)C(=O)OC[C@@H]1CCCN1C(=O)[C@@H](CC=C)CC(=O)N[C@@H](CO)Cc1ccccc1,-7.4,.
CCc1nnc(NC(=O)c2ccc(-c3ccccc3Cl)o2)s1,-14.0,i
C=CCN1C(=O)C(=O)N(CC(=O)NCC(=O)Nc2ccc(F)c(F)c2F)C1=O,-10.6,.
Cc1ccnc(NC(=O)Nc2ccc(Br)cc2Cl)c1,-6.8,i
CCCN(CC(=O)Nc1ccccc1OC)C(C)C(=O)NC(C)CCc1ccccc1 (stereo not given),-15.4,i
CC(CCn1cccn1)NC(=O)CCc1nnc(CCc2ccccc2)o1 (stereo not given),-15.4,i
Cc1cccc(NS(=O)(=O)c2ccc(C3CCCCC3)cc2)c1,51.1*,i
O=C(OCCN1CCCCC1)c1cccc(F)c1,-9.3,i
COc1ccccc1NC(=O)NNC(=O)c1cc2ccccc2cc1O,-15.1,i
CC(CNC(=O)C(C)C)NC(=O)C(C)C (stereo not given),-7.1,i
CCOC(=O)CCc1c(C)c2ccc(OCc3cc([N+](=O)[O-])ccc3OC)c(C)c2oc1=O,-18.4,i
N#Cc1cccc(NC(=O)CCn2ccnc2)c1,-1.4,i
CCOC(=O)c1oc2cc(O)ccc2c(=O)c1-c1csc(C)n1,0.9,i
CCOC(=O)c1cc(NCc2cccs2)ccc1N1CCOCC1,1.2,i
COc1ccccc1Cn1c(=S)[nH]c2ccccc2c1=O,-10.1,i
Nc1c(C(=O)NCc2ccccc2)sc2nc(N3CCOCC3)c3c(c12)CCCC3,-25.0,i
O=C(c1cccs1)c1ccc(-c2cccs2)s1,-20.4,i
O=C(N/N=C/c1cc([N+](=O)[O-])ccc1O)c1cc(-c2ccccc2)nc2ccccc12,-21.0,i
CCN1CCSc2ccc(C(=O)Nc3ccc(NC(C)=O)cc3)cc21,-24.2,i
Cc1cc(C)nc(N2CCC(C(=O)NCc3ccccc3)CC2)n1,-5.5,i
Cc1ccc(CNC(=O)C(=O)NCC(c2ccco2)N2CCOCC2)cc1 (stereo not given),-19.0,i
CC(C)C(=O)Nc1ccc([N+](=O)[O-])cc1Br,-0.4,i
COc1ccc(/C=N/NC(=O)c2ccc(CN3c4cccc5cccc(c45)S3(=O)=O)cc2)cc1,-9.1,i
O=C(CCCN1C(=O)/C(=C\c2ccccc2)SC1=S)N1CCOCC1,46.2*,.
O=C(c1ccco1)N1CCCC(c2nc3c(nnn3Cc3cccc(Cl)c3)c(=O)[nH]2)C1 (stereo not given),-29.6,i
CN(C)CC1CCCCC1OC(=O)c1ccc(Br)cc1 (stereo not given),-8.9,i
CS(=O)(=O)Nc1cccc(C2=NN(C(=O)c3ccc(F)cc3)C(c3cccs3)C2)c1 (stereo not given),-7.1,i
CC(=O)N1CCc2c(sc(NC(=O)Cc3ccc(C)cc3C)c2C#N)C1,-26.5,i
Cc1ccccc1NC(=O)Cn1cnc2c(oc3nc4c(cc32)COC(C)(C)C4)c1=O,-10.2,i
Cc1ccc(NC(=O)CCSc2nnc(C)o2)cc1,-3.7,i
CC(C)c1nnc(NC(=O)COC(=O)/C=C/c2ccc([N+](=O)[O-])cc2)s1,-2.0,i
O=C(COC(=O)c1cc(Cl)ccc1O)Nc1ccc2c(c1)OCCO2,-13.7,.
C[C@H](NC(=O)[C@@H]1Cc2ccccc2CN1)C(=O)NC1CCCCC1,-13.2,i
COc1ccc(NC(=S)N(Cc2cccnc2)Cc2cc3cc(OC)c(OC)cc3[nH]c2=O)cc1,-29.5,i
CCOC(=O)c1c(NC(=O)C2c3ccccc3Oc3ccccc32)sc(C(=O)N(CC)CC)c1C,-18.9,i
O=C(Nc1cccc(S(=O)(=O)NCc2ccco2)c1)c1cc(-c2ccc(F)cc2)nc2ccccc12,56.4*,i
COc1ccc(S(=O)(=O)Nc2cc3c4c(c2)CC(=O)N4CCC3)cc1C,-19.1,i
CCCCN1CC[C@@H]2C=CC[C@H](C(=O)OC)[C@@H]2C1=O,7.1,.
CN(C)/C=C(\C=N\OCc1ccc(Cl)cc1Cl)C(=O)Nc1ccc(Cl)c(Cl)c1,-1.2,i
O=C(NCCn1ccc2ccccc21)C1CCCCC1,-14.8,i

# Next section, overlapping the part above by 2 compounds.
SMILES,OX1R antag,CHT allo act
CN(C)/C=C(\C=N\OCc1ccc(Cl)cc1Cl)C(=O)Nc1ccc(Cl)c(Cl)c1,-1.2,i
O=C(NCCn1ccc2ccccc21)C1CCCCC1,-14.8,i
N#CC1(NC(=O)CSc2nnc(C3CC3)n2C2CC2)CCCCC1,-20.4,.
CCOc1cc(/C=N/NC(=O)C(=O)NCc2cccnc2)ccc1O,-24.6,i
O=C(NCc1nc2ccccc2[nH]1)C1=C[C@@H](c2csc3ccccc23)C[C@@H](OCCCCO)O1,-11.4,i
CC1=C(C(=O)NCc2ccccc2)C(c2ccccc2OCC(N)=O)NC(=O)N1 (stereo not given),-18.0,i
O=C(CSc1nc(-c2ccco2)cc(C(F)(F)F)n1)NCCCN1CCOCC1,-20.6,i
Cc1ccc(NC(=O)CN2CCN(c3ccccn3)CC2)cc1S(=O)(=O)N(C)C,-25.7,i
COCC(=O)OCC(=O)c1cc(C)n(-c2ccc(Br)cc2)c1C,-14.3,i
O=C(Nc1ccc(F)cc1)OCCOc1ccc(Br)cc1,-10.0,i
Clc1nc(Nc2ccc(N3CCOCC3)cc2)c2ccccc2n1,-3.8,i
CC(NC(=O)C12CC3CC(CC(O)(C3)C1)C2)c1ccccc1 (stereo not given),5.5,i
CSc1sc(-c2n[nH]c(=S)n2C)c2c1C=CCC2,-35.5,i
CC(=O)Nc1ccc(CN2CCC(CO)(CCOc3ccccc3)CC2)cc1,-28.4,i
Cc1ccc(NC(=O)c2sccc2C)nc1,-1.9,i
CCCCc1c(O)nc(SCC(=O)NC(C)(C)C)n(-c2ccccc2C)c1=O,-15.6,i
COc1c(Cl)cc(Cl)cc1CNc1ccc(S(N)(=O)=O)cc1,-5.0,i
CCOC(=O)c1ccc2ncc(C(=O)OCC)c(NCCN3CCOCC3)c2c1,-20.4,i
O=C(Cc1ccccc1)NCC(=O)OCc1ccccc1F,2.6,i
CCOc1ccc(NC(=O)c2ccc(N3CC4CC(C3)c3cccc(=O)n3C4)c(N)c2)cc1 (stereo not given),-1.1,i
COc1ccccc1N(C)C(=O)c1cc(S(=O)(=O)N2CCCC2)cn1C,-13.3,i
COC(=O)c1c(NC(=S)NNC(=O)c2ccc(Cl)s2)sc(C(=O)N(C)C)c1C,0.2,i
COCCSc1ccccc1C(=O)Nc1ccc(Cl)cc1,-5.2,i
COc1ccc(NC(=O)Cn2c(=O)n(CC3CCCO3)c(=O)c3cc(OC)c(OC)cc32)c(OC)c1 (stereo not given),-38.2,i
CCN(CC(=O)Nc1c(F)cccc1F)C(=O)CNC(=O)c1cccs1,-7.4,i
COc1ccc(N2CCN(CCNC(=O)Nc3cc(Cl)ccc3Cl)CC2)cc1,.,i
CCCCSc1nnc2nc(C)cc(C)n12,3.7,i
COc1ccc(NC(=O)CN(C)S(=O)(=O)c2ccc(Br)s2)cc1OC,-21.4,i
COc1cc(/C=C(\C#N)c2nc3ccccc3[nH]2)ccc1Oc1ccc([N+](=O)[O-])cn1,-17.8,i
O=C1C(Cc2ccccc2)Nc2ncnc(N3CCN(c4ccccc4)CC3)c2N1Cc1ccc(Cl)cc1 (stereo not given),-22.5,i
CC(=O)Nc1ccc(NC(=O)Cn2cnc3c(cnn3C(C)(C)C)c2=O)cc1,-1.3,i
O=C1c2ccccc2N2C(=O)c3ccccc3C2N1Cc1ccco1 (stereo not given),-48.9,i
CC(C)n1cc(/C=C2/SC(=O)N(CC(=O)N3CCCC3)C2=O)c2ccccc21,-28.9,i
COc1ccc(NC(=O)C2CCCCN2S(=O)(=O)c2ccc(F)cc2)cc1 (stereo not given),-17.1,i
CCOC(=O)c1nnsc1-c1ccc(-c2snnc2C(=O)OCC)cc1,-10.5,i
COc1ccc(NC(=O)c2cc3c(CO)cnc(C)c3oc2=Nc2cc(OC)cc(OC)c2)cc1,-25.1,i
O=C(c1cccs1)N(c1ccc(Br)cc1)C1C=CS(=O)(=O)C1 (stereo not given),3.7,i
COc1cc(OC)c(N(C)C(=O)c2cn(C)c(=O)c3cc(OC)c(OC)cc23)cc1Cl,-33.5,i
CC(OC(=O)c1n[nH]c2ccccc12)C(=O)Nc1ccccc1[N+](=O)[O-] (stereo not given),11.6,.
CC(OC(=O)c1cccc(NS(C)(=O)=O)c1)C(=O)Nc1ccc2c(c1)OCO2 (stereo not given),-15.7,.
Cc1cccc(N(C(=O)c2snc(C(N)=O)c2N)C(C(=O)NC2CCCC2)c2ccncc2)c1 (stereo not given),-39.5,i
CCc1ccc(N2CN=c3s/c(=C\c4ccccc4)c(=O)n3C2)cc1,-1.8,i
CC(C)CCN(C(=O)C1=COCCO1)c1c(N)n(Cc2ccccc2)c(=O)[nH]c1=O,-28.3,i
O=C(NC(=S)Nc1cccc([N+](=O)[O-])c1)c1ccco1,-18.5,i
Cc1ccc2c(CC(=O)Nc3ccc(N4CCN(C)CC4)cc3C)coc2c1,-18.6,i
CSCCC(NC(=O)c1ccccc1)C(=O)OCC(=O)c1ccc[nH]1 (stereo not given),-8.0,i
CC(OC(=O)CC1CC2CCC1C2)C(=O)Nc1ccc(C(N)=O)cc1 (stereo not given),-9.5,.
COc1ccc([N+](=O)[O-])cc1NC(=O)CCC(=O)c1cccs1,-27.6,i
COc1ccc(C(=O)C2CCCN(Cc3c(O)cccc3OC)C2)cc1OC (stereo not given),-19.1,i
CCOC(=O)c1ccc(NC2c3ccccc3C(=O)N2c2ccccn2)cc1 (stereo not given),-14.3,i
COc1ccc(N2CCN(CCNC(=O)C3CCN(S(=O)(=O)c4cccs4)CC3)CC2)cc1,-17.3,i
O=C(O)CCC(=O)Nc1cccc(C(=O)Nc2cccc(Cl)c2)c1,-17.8,i
O=C(c1ccco1)N1CCN(C(=O)c2cc(-c3ccccn3)nc3ccc(Cl)cc23)CC1,-15.9,i
CCS(=O)(=O)C1=NSC2=NC(=O)/C(=C\c3ccc(OS(=O)(=O)c4ccccc4)cc3)C(=N)N21,-4.9,i
O=C(Nc1ccccc1[N+](=O)[O-])c1cccc(N2C(=O)CCC2=O)c1,-14.8,i
Cc1ccc(S(=O)(=O)c2c(N)n(NC(=O)C3CC3)c3nc4ccccc4nc23)cc1,-19.3,i
CC(C)Oc1ccc(S(=O)(=O)N2CCCCC2)cc1NC(=O)C1=COCCO1,-19.5,i
Cc1sc2nc(C3CC3)nc(N3CCN(C(=O)c4ccc(F)cc4)CC3)c2c1C,-37.1,i
COc1ccc(C2NC(=O)NC(C)=C2[N+](=O)[O-])cc1 (stereo not given),-25.9,i
COc1ccccc1CNS(=O)(=O)c1c(C(=O)N2CCCC2)c(C)n(C)c1C,-22.2,i
O=C(COCC(=O)Nc1cccc(C(F)(F)F)c1)Nc1cccc(C(F)(F)F)c1,-7.3,i
O=C1Nc2ccccc2C(O)(C(=O)NCc2ccco2)N1c1ccc(Cl)cc1 (stereo not given),-2.1,i

# Entries listed so far that have a tert-butyl group, in the order listed:
SMILES,OX1R antag,CHT allo act
CN(C(=O)c1ccc(NC(=O)C2CCCN(C(=O)OC(C)(C)C)C2)cc1)C1CCC1 (stereo not given),-20.5,.
CCCCc1c(O)nc(SCC(=O)NC(C)(C)C)n(-c2ccccc2C)c1=O,-15.6,i
CC(=O)Nc1ccc(NC(=O)Cn2cnc3c(cnn3C(C)(C)C)c2=O)cc1,-1.3,i

# More results
SMILES,OX1R antag,CHT allo act
O=C(Cn1c(NCCO)nc2ccccc21)c1ccc(F)cc1,-24.1,i
O=C(CN1CCCCC1)Nc1cc(S(=O)(=O)N2CCOCC2)ccc1N1CCCC1,-14.5,.
CCCCCn1c(=O)[nH]c2cc(C(=O)NCCN(CC)CC)ccc2c1=O,-15.0,i
CCCC(C)NC(=O)COc1ccc(S(=O)(=O)N2CCCC2)cc1 (stereo not given),-25.6,i
O=C(CSc1nnc2c(n1)[nH]c1ccccc12)NCc1ccccc1F,-6.8,i
CC(Oc1ccc(Cl)cc1)C(=O)Nc1sccc1C(N)=O (stereo not given),-24.1,i
COCc1cc(=O)[nH]c(Nc2nc(C)c3ccccc3n2)n1,-13.3,i
CCOC(=O)CSc1nc(CC)nc2ccccc12,-13.6,i
CC(C)NCC(O)COc1ccc(CCOCC2CC2)cc1 (stereo not given),-12.8,i
O=C(Cc1cccs1)N(CC1CCCO1)C1(C(=O)NC2CCCC2)CCCCC1 (stereo not given),-27.6,i

# Grouped by structure, the entries above with a CF3 group
SMILES,OX1R antag,CHT allo act
Cc1nn(CC(=O)Nc2ccccc2C(F)(F)F)c(=O)c2cccn12,-4.6,i
O=C(CSc1nc(-c2ccco2)cc(C(F)(F)F)n1)NCCCN1CCOCC1,-20.6,i
O=C(COCC(=O)Nc1cccc(C(F)(F)F)c1)Nc1cccc(C(F)(F)F)c1,-7.3,i

# Screens deposited in PubChem by several laboratories.

# Random draw from the library; 0.8% or so of the library scored in one or more.
